# Compound activity deposited in PubChem BioAssay by several laboratories.
# Diaphorase inh: counter-screen for diaphorase-based assays: diaphorase inhibitors and chemical oxidizers. diaphorase resazurin-to-resorufin fluorescence, NADH, 16 min; bacterial (C. kluyveri) enzyme, not human. hit rate 0.69% among 190,000. inhibition, % at 20 µM;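 active = primary screen inhibition at 20 µM above a set limit, cut at about 50% in these data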;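 also: plate controls were DMSO with full reaction for no effect and wells lacking NADH for full effect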
#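 Assay system: diaphorase enzyme from Clostridium kluyveri. Quantity: enzyme working solution with 0.14 U/mL diaphorase. Schedule: reaction incubation of 16 min at room temperature. Technique: resorufin fluorescence, excitation 544 nm, emission 590 nm. Controls: No-NADH positive control and DMSO neutral control.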
# ROMK primary: modulates human ROMK potassium channel activity; P48048; Tet-inducible ROMK, thallium flux fluorescence; actives lie on both sides; B-score at 10 µM; hit rate 2% among 130,000; AID 1918;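 active = signal ratio slope over the read window, or its plate-corrected B-score, at least 3 SD from the plate mean, either direction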;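 also: B-score of the F/F0 ratio slope over 7 to 12 s after thallium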
# Target sequence (P48048 whole entry, looked up): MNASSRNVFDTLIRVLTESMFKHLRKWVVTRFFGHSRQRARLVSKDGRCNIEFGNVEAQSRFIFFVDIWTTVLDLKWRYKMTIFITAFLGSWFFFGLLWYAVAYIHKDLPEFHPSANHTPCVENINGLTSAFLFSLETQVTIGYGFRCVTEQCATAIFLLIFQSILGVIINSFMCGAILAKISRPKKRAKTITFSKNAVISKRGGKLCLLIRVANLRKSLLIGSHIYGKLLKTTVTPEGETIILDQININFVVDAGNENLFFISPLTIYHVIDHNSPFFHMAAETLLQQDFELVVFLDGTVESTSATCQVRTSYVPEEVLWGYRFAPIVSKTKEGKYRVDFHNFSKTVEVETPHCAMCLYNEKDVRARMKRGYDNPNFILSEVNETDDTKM
# TR-FRET SRC-2 ct: counter-screen for PPARgamma SRC-2 recruitment agonists: TR-FRET artefact; AID 1049; hit rate 0.4% among 200,000; stronger effect = higher value; TR-FRET ratio at 8 µM; in the data active = TR-FRET ratio above about 2000; also: inactives centre near 1500
# PMI activator: activators of human phosphomannose isomerase | hit rate 0.005% among 190,000 | AID 1214 | P34949 | activation factor at 20 µM | purified human PMI, coupled resazurin fluorescence, 20 min; stronger effect = higher value; 1 = vehicle control, 0 substrate-free wells;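 active = activation factor of 2 or more at 20 µM, relative to plate controls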
# S1P3 antag: antagonists of human S1P3 receptor. Q99500. CHO S1P3 NFAT-BLA reporter, FRET fluorescence, antagonist mode. inhibition, % at 4.98 µM. hit rate 0.27% among 170,000;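 active = inhibition above the plate cutoff, the mean inhibition of test wells on that plate plus 3 SD, cut at about 28% in these data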;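 also: cells challenged with S1P at its EC80 of 0.8 µM; blue over green emission ratio from cleaved BLA substrate after 4 h stimulation; 0% = S1P-stimulated wells and 100% = unstimulated DMSO-only wells; some compounds past the cut are filed as inactive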
# PMI act satM6P: PMI (human) activation, high substrate; coupled PMI enzyme assay, resazurin fluorescence, 20 min; stronger effect = higher value; 1 = untreated enzyme, 0 = substrate-free blank; hit rate 0.34% among 190,000; activation factor at 20 µM; P34949; AID 1216;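 active = activation factor of 2 or more at 20 µM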
#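 assay system = human phosphomannose isomerase with PGI, G6PDH, diaphorase coupling enzymes | quantity = 15 ng/mL PMI | incubation = enzyme reaction with compound 20 min at room temperature | medium = HEPES pH 7.4 buffer with MgCl2 and Tween-20 | compound dosing = one concentration, 20 µM, in 1% DMSO | measured by = Diaphorase-driven resazurin-to-resorufin fluorescence, excitation 544, emission 590 nm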
# G6PDH CS: counter-screen for G6PDH assay hits: L. mesenteroides G6PDH inhibition | Purified L. mesenteroides G6PDH, diaphorase/resazurin coupled fluorescence, 45 min | inhibition, % at 5 µM | hit rate 0.12% among 200,000 | AID 1020; in the data active = inhibition above about 50%
# PPARg SRC3 recr: promotes SRC-3 coactivator recruitment by human PPARgamma; P37231; biochemical PPARgamma/SRC-3 coactivator recruitment assay; activation, % at 8 µM; hit rate 0.26% among 200,000; AID 731; in the data active = activation above about 23%;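 also: 0% = DMSO and 100% = reference agonist; some compounds past the cut are filed as inactive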
# Target sequence (P37231 whole entry, looked up): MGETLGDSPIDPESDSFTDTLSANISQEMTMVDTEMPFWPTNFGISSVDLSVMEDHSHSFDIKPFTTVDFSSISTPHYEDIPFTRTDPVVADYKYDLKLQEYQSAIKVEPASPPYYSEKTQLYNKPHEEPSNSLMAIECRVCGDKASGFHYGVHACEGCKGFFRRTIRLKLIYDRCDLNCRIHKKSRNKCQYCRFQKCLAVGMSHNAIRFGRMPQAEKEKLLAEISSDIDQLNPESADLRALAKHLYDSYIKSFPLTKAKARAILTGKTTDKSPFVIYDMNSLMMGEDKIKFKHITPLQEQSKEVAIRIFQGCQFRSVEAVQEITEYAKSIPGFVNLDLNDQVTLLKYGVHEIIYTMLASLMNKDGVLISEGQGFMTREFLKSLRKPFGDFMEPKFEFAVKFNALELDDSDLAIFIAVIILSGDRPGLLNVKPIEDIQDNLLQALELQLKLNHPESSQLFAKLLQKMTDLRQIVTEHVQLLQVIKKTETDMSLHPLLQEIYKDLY
# PPARg SRC2 recr: promotes SRC-2 coactivator recruitment by human PPARgamma; P37231; PPARgamma LBD-SRC-2 recruitment, biochemical; activation, % at 8 µM; hit rate 0.34% among 200,000; AID 1032; in the data active = activation above about 22%;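 also: 0% = vehicle and 100% = reference agonist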
# Diaphorase act: diaphorase activation or chemical reduction counter-screen; Diaphorase/resazurin coupled assay, resorufin fluorescence, 16 min; stronger effect = higher value; 1 = vehicle wells, 0 = NADH-free wells; activation factor at 20 µM; hit rate 0.005% among 190,000;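 active = diaphorase activity raised at least twofold by the compound at 20 µM; inactive = activation factor below 2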
#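 Assay system: Purified diaphorase enzyme from Clostridium kluyveri | Amount: Enzyme 0.07 U/mL final | Dosing: Compound 20 µM once, DMSO 1% | Timing: 16 min reaction at room temperature | Detection: Fluorescence, excitation 544 nm and emission 590 nm | Evaluation: Higher resorufin formation from activation or reduction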
# PPARg SRC1 recr: PPARgamma-driven SRC-1 recruitment agonism; P37231; PPARgamma-SRC-1 coactivator recruitment biochemical assay; activation, % at 8 µM; hit rate 0.41% among 200,000; AID 631; in the data active = activation above about 19%;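 also: 0% = DMSO and 100% = reference agonist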
# * marks the source's active call; other numbers are inactive results; / = no result given.
SMILES,Diaphorase inh,ROMK primary,TR-FRET SRC-2 ct,PMI activator,S1P3 antag,PMI act satM6P,G6PDH CS,PPARg SRC3 recr,PPARg SRC2 recr,Diaphorase act,PPARg SRC1 recr
CC1CCCCN1C(=O)C(Cc1ccccc1)N1C(=O)C2CCCCC2C1=O (centres undefined),8,-0.55,1643,1,-6,1.1,-2,0,-5,0.9,-1
CCC(=O)N(Cc1ccco1)C1CC(=O)N(c2ccccc2)C1=O (centres undefined),6,0.26,1595,1,-15,1,-1,-2,5,0.9,5
CCCOC1OC(=O)c2c1ccc(OC)c2OC (centres undefined),17,/,1534,0.8,-7,0.9,19,-1,-5,0.8,-6
COc1cc2ccccc2cc1C(=O)N1CCN(C)CC1,-2,0.64,1611,0.9,-25,1.1,13,7,2,1,-1
CSc1cc(-c2ccc(Cl)cc2)[nH]c(=O)c1C#N,7,0.51,1403,1.1,-3,1,-2,-2,-5,0.9,3
O=C(NCCc1c[nH]c2ccccc12)C(=O)NCC1OCCCN1S(=O)(=O)c1cc(F)ccc1F (centres undefined),22,-0.12,1659,0.8,-18,0.9,2,5,-2,0.8,8
NC(=O)[C@@H]1CCCNc2c(F)cc([N+](=O)[O-])cc2C(=O)N[C@@H](CO)C(=O)N[C@@H](Cc2ccc(O)cc2)C(=O)N1,6,0.5,1509,1.1,-9,1,4,1,6,0.9,1
COC(=O)C1CCN(C(=O)NC(C)(C)C)CC1,10,0.54,1629,0.9,7,0.9,2,5,14,0.9,5
CCCN(CCC)c1ccc(C(O)c2nnc(-c3ccccc3)o2)cc1 (centres undefined),16,1,1638,0.9,4,0.9,1,3,4,0.8,9
Cc1ccccc1NC(=O)CSc1nc2ccccc2c2nc(CCn3cncc3C)nn12,0,0.68,1727,0.9,-18,1,-18,3,7,1,8
COc1cccc(-c2nn(-c3ccccc3)cc2CN(C)Cc2ccon2)c1,20,-0.31,1597,0.8,1,0.9,10,4,6,0.8,3
Cc1ccc2cc(C#N)c(NCc3ccccc3)nc2c1,4,/,1722,1,-13,1,6,18,17,1,19
N#CC(C(=O)NCCc1ccccc1)c1nc2ccccc2nc1N1CCCCC1 (centres undefined),14,-1.7,1569,0.9,0,1,5,-5,-13,0.9,2
O=C(NCC1c2ccccc2CCN1C(=O)CN1CCOCC1)C1CCCCC1 (centres undefined),22,-0.29,1357,1,2,1,16,1,7,0.8,-3
COc1cccc2c1OC1(C)CC2NC(=O)N1Cc1ccccc1 (centres undefined),0,/,1483,0.9,/,1,2,7,6,1,1
CN(C)CCNC(=O)Nc1ccc(Cl)c(Cl)c1,10,/,1433,1,/,1,2,-14,3,0.9,-6
Cn1cc(C(=O)NCC2COc3ccccc3O2)c(=O)c2cc(S(=O)(=O)N3CCCCC3)ccc21 (centres undefined),18,/,1696,0.9,/,0.8,3,15,11,0.8,8
COc1ccc(O)c(CN2CCN(C/C=C/c3ccccc3)CC2)c1,11,-2.2,1501,1,-4,1,5,4,1,0.9,2
CC(C)C(C(=O)OCC(=O)c1ccccc1)N1C(=O)C2C3C=CC(C3)C2C1=O (centres undefined),7,-0.024,1453,1,-13,1.1,31,5,-1,0.9,-10
CCOC(=O)c1ccc(NC(=S)N(CCCN2CCN(CC)CC2)Cc2cccs2)cc1,-10,0.76,1723,1,7,1,5,-2,7,1.1,1
O=C(Nc1nnc(-c2ccco2)s1)C1CCN(S(=O)(=O)c2ccc(Cl)cc2)CC1,20,0.28,1816,0.9,21,1,-1,36*,20,0.8,34*
Cc1cc(C)c(C(=O)COC(=O)c2cccc(S(=O)(=O)NCc3ccccc3)c2)cc1C,17,/,1531,0.9,-6,0.9,14,1,4,0.8,4
COc1ccccc1C1(O)CCN(CC(=O)Nc2c(C)nn(C)c2C)CC1,-7,1,1363,1.2,14,1.2,6,-3,-2,1.1,-12
Cc1cc[n+]2cc(-c3cccc([N+](=O)[O-])c3)c(-c3cccc([N+](=O)[O-])c3)cc2c1,28,-0.15,1639,1,-12,1,-2,0,6,0.7,-1
Cn1cccc1C1NC(=O)c2c(sc3c2CCC(C(C)(C)C)C3)N1 (centres undefined),28,-0.55,1590,1.2,-6,1.4,-17,-3,5,0.7,10
CCc1nc(OCc2ccccc2)c2sc3nc4c(cc3c2n1)COC(C)(C)C4,12,/,1372,0.9,/,0.9,-4,-3,0,0.9,1
CC1=C(C(=O)Nc2ccccc2C)C(c2ccc(C)o2)N2C(=O)CSC2=N1 (centres undefined),18,/,1530,0.8,-1,0.9,-12,10,15,0.8,5
Fc1ccc(C2CCCN2Cc2nc(Cc3ccccc3)no2)cc1 (centres undefined),-4,/,1633,1.1,-3,1,9,2,-1,1,-3
Cc1ccc(Cn2c(=N)n(CC(=O)c3ccc([N+](=O)[O-])cc3)c3ccccc32)cc1,-20,/,1468,1.1,-3,1.2,-31,-2,-11,1.2,-13
N#Cc1c(NC(=O)c2cnccn2)sc2c1CCCC2,15,/,1442,0.8,-5,0.8,-4,-3,-6,0.8,-3
O=C(NCCN1CCOCC1)c1ccc2c(c1)N(Cc1ccccc1F)C(=O)CS2,15,/,1592,1.2,/,1.2,4,14,8,0.8,8
Cc1cc(C)c2nc(SCC(=O)N3CCCCC3)c(C#N)cc2c1,16,/,1624,1,-36,0.9,4,4,0,0.8,1
CCOC(=O)c1ccc(NC(=O)CSc2nnc(COc3ccccc3OC)n2CC)cc1,6,/,1314,1,-18,1,8,-3,-4,0.9,4
Cc1cc2nc(C3CCCN(C(=S)Nc4ccccc4)C3)[nH]c2cc1C (centres undefined),-10,/,1476,1,/,1.1,4,-2,5,1.1,-2
O=S(=O)(Nc1nc2ccccc2nc1Nc1ccc2c(c1)OCO2)c1ccc(F)cc1,20,/,1646,1,-10,0.9,-13,7,1,0.8,5
CCCCc1ccc(-c2csc(/C(C#N)=C\c3ccco3)n2)cc1,18,/,1616,1,-9,1,-3,1,-9,0.8,-2
CC(=O)Nc1c(C(=O)O)[nH]c2ccccc12,17,/,1374,0.8,7,0.8,-1,-7,-1,0.8,-4
COc1ccc(-n2c(SCC(=O)Nc3nccs3)nnc2-c2ccoc2C)cc1,12,0.46,1492,1,/,1.1,2,-7,1,0.9,2
Oc1c(C(Nc2nc3ccccc3s2)c2ccco2)ccc2cccnc12 (centres undefined),19,/,1658,1,31,0.7,1,3,10,0.8,9
COc1ccc(C(=O)Nc2nncs2)cc1S(=O)(=O)N1CC(c2ccccc2)CC1=O (centres undefined),9,/,1407,1,-8,1,3,1,-8,0.9,1
CNCC(O)Cn1c2c(c3ccccc31)CCCC2 (centres undefined),-11,-1.3,1509,0.9,1,1,22,2,-11,1.1,2
O=C1OCC2=C1C(c1ccc(F)cc1)CC(=O)N2c1ccc(F)cc1 (centres undefined),7,1.2,1623,1.1,-11,1,-7,-4,-9,0.9,4
CC(=O)Oc1cccc(N2C(=O)C3C(C2=O)C2C=CC3C23CC3)c1 (centres undefined),-2,0.091,1535,1.1,17,1.1,7,13,0,1,-4
COc1ccc2c(c1OC)C(=O)N(c1cccc(C)c1)C2=O,-7,/,1679,1,10,1.1,10,-2,6,1.1,-5
Cc1c(O)ccc(NS(=O)(=O)c2ccccc2)c1C,21,-0.16,1477,1,0,0.9,10,-1,-2,0.8,-4
Cc1cc(C(F)(F)F)nn1Cc1n[nH]c(=S)n1-c1ccc(F)cc1,13,/,1355,0.9,14,0.9,13,-2,5,0.9,-3
Cc1ccc(C(=O)Nc2ccc(S(=O)(=O)NCc3ccco3)cc2)cc1,14,0.01,1564,1.1,/,1.2,10,7,9,0.9,5
CC(=O)Nc1cccc(NC(=O)CSc2nc3ccccc3o2)c1,-22,-0.4,1333,1.2,10,1.1,10,-5,-5,1.2,8
Cc1cc(C)nc(N2C(=O)CC(Cc3ccccc3)C2=O)n1 (centres undefined),11,/,1603,0.9,-12,0.8,6,-4,0,0.9,-3
O=C(CCN1CCCCC1)Nc1cccc(Cl)c1,2,0.76,1583,1,/,1.1,-2,1,4,1,-4
CCCOc1ccc(/C(O)=C2/C(=O)C(=O)N(CCCOC)C2c2ccncc2)cc1 (centres undefined),13,-0.84,1454,1,-5,1,-12,3,-2,0.9,1
C=CCNC1=C(Cl)C(=O)N(c2cccc(Cl)c2Cl)C1=O,18,/,1604,1,/,1,4,8,5,0.8,3
Cc1nn(Cc2ccccc2)c(Cl)c1/C=C/C(=O)OC(C(=O)NC(N)=O)C(C)C (centres undefined),-4,-0.27,1658,0.9,-7,1,6,5,6,1,0
O=[N+]([O-])c1cccc(-n2nnnc2CN2CCCCCC2)c1,10,/,1537,0.9,/,0.9,-1,7,3,0.9,-4
COC(=O)c1cc(C#N)c(Oc2ccc(OC)cc2)nc1C,15,/,1487,1,/,0.9,2,4,9,0.9,11
O=Cc1cn(CCC(=O)O)nc1-c1cccc2ccccc12,7,/,1501,1,-16,0.9,7,-1,1,0.9,3
Cc1[nH]nc2c1C(c1cnn(C)c1)C(C#N)=C(N)O2 (centres undefined),0,-0.47,1604,1.1,-18,1.1,1,-3,0,1,7
Cc1csc(NC(=O)c2cn3ccccc3n2)n1,18,0.69,1663,0.8,-8,0.6,6,4,-3,0.8,-4
CC(=O)NS(=O)(=O)c1ccc(N=c2ssc3c2-c2cc(C)c(C)cc2NC3(C)C)cc1,13,0.2,1586,1,-4,1,11,5,1,0.9,-1
O=[N+]([O-])c1cn(-c2nc(-c3ccco3)cc(C(F)(F)F)n2)cn1,4,0.97,1577,1,/,1,4,-6,2,1,0

# 3 entries from above in another layout:
> Cc1ccc(C(=O)Nc2ccc(S(=O)(=O)NCc3ccco3)cc2)cc1
  Diaphorase inh: 14	ROMK primary: 0.01	TR-FRET SRC-2 ct: 1564	PMI activator: 1.1	S1P3 antag: /	PMI act satM6P: 1.2	G6PDH CS: 10	PPARg SRC3 recr: 7	PPARg SRC2 recr: 9	Diaphorase act: 0.9	PPARg SRC1 recr: 5

> CC(=O)Nc1cccc(NC(=O)CSc2nc3ccccc3o2)c1
  Diaphorase inh: -22	ROMK primary: -0.4	TR-FRET SRC-2 ct: 1333	PMI activator: 1.2	S1P3 antag: 10	PMI act satM6P: 1.1	G6PDH CS: 10	PPARg SRC3 recr: -5	PPARg SRC2 recr: -5	Diaphorase act: 1.2	PPARg SRC1 recr: 8

> Cc1cc(C)nc(N2C(=O)CC(Cc3ccccc3)C2=O)n1 (centres undefined)
  Diaphorase inh: 11	ROMK primary: /	TR-FRET SRC-2 ct: 1603	PMI activator: 0.9	S1P3 antag: -12	PMI act satM6P: 0.8	G6PDH CS: 6	PPARg SRC3 recr: -4	PPARg SRC2 recr: 0	Diaphorase act: 0.9	PPARg SRC1 recr: -3
